S-ASM inh = human S-ASM enzyme inhibition; P17405; placental ASM, HMU-PC fluorogenic substrate, 60 min; Potency, µM (highest dose often 57.5 µM), without a hit: at the highest dose activity change, negative = inhibition, hits mostly inhibitors; 0.006% of 340,000 active; AID 504937; further: potency means the concentration at half of the fitted maximal effect
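Fluorescence read-out (Ex 386 nm, Em 447 nm) after stopping the reaction at pH 10. Enzyme: ASM from human placenta; substrate HMU-PC0, 9 uM final; 60 min, 37 °C. Compound preincubation 10 min, ambient temperature.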
Integrin act MD = activators of alpha7 integrin expression for muscular dystrophy; Potency, µM (series often up to 38.3 µM), for inactives: at the top dose activation, most hits filed as activators; alpha7betagal myoblasts, beta-gal FDG fluorescence, 48 h; 0.064% of 350,000 active;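 further: potency means the concentration at half of the fitted maximal effect; 100% = response of the positive control SU9516; nearly all actives have a fitted effect of over 60% in size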
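Alpha7betagal+/- myoblasts (passage 13) were plated 16-24 hr, then exposed to compounds (1:260 dilution of DMSO stock) for 48 hours at 37C. After MPER lysis, β-galactosidase reporter activity was read as FDG fluorescence (ex 480/em 540) after 30 minutes.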
Tb PFK inh = inhibitors of T. brucei phosphofructokinase | O15648 | T. brucei PFK, ADP-Glo luminescence | 0.17% of 330,000 active | Potency, µM (top dose mostly 57.5 µM), for the others: at the highest dose activity, negative = inhibition, hits mostly inhibitors;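 further: potency means the concentration at half of the fitted maximal effect; 0% = uninhibited 1x PFK enzyme wells and -100% = no-enzyme wells; nearly all actives have a fitted effect of over 60% in size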
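1.25 nM PFK with 0.5 mM F6P and 0.1 mM ATP in 0.1 M TEA pH 8.0, 5 mM MgCl2, incubated 45 min at room temperature; ADP measured by ADP-Glo luminescence; compounds titrated up to 57 uM.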
BCR signal inh = inhibitors of chronic active B-cell receptor signaling. ABC-DLBCL IkBa-CBG/CBR reporter, luminescence ratio, 4 h. Potency, µM (top dose mostly 46.1 µM), inactives show at the top dose ratio change, negative = lower green/red ratio, most hits filed as inhibitors. 0.05% of 340,000 active; active means well fitted inhibition curve with a large enough effect in the signal ratio, with a control signal flat, not every such curve was filed as active; inconclusive means small, poorly fitted or top-dose-only effect, or effect the other way, or a change in a side signal; the % refers to the signal ratio;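 further: potency means the concentration at half of the fitted maximal effect; plate controls were basal doxycycline-induced cells for no effect and cells given 10 µM MG132 for full effect; MG132 reads +100%, hits lower the ratio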
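Doxycycline induced both beetle luciferases in TMD8 lymphoma cells; IKK-driven degradation limits the IkappaBalpha-fused green signal, while red luminescence normalises for cell number and nonspecific effects. Compounds tested up to 46 uM, 4 hrs.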
Coupling enz = inhibits coupling enzyme system, counter-screen for aldolase hits. AID 2472. coupling enzyme system counterscreen, AmpLite Red fluorescence. 0.67% of 290,000 active. activity change, negative = inhibition, % at 58.2 µM, hits read low; in the data active means activity change below about -30%; further: on the % scale 0 is the no-effect control and ±100 the full control effect
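Counterscreen of the coupled detection system alone, without aldolase: glyceraldehyde-3-phosphate coupling enzymes plus AmpLite Red readout. Compounds at 57.5 uM final, 10 min RT preincubation, 20 min RT reaction, fluorescence 525/598 nm.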
TSG101-PTAP inh = blocks PTAP/TSG101 interaction to inhibit HIV-1 budding | 340,000 tested, under 10 active | Potency, µM (top dose mostly 115 µM), for the others: top-dose activity change, negative = inhibition, hits mostly inhibitors | Fluorescence polarization, FITC-PTAP peptide / Tsg101 binding; active means well fitted inhibition curve with a large enough effect in the main read-out, with a control signal flat, not every such curve was filed as active; inconclusive means small, poorly fitted or top-dose-only effect, or effect the other way, or a change in a side signal; inactive means no such curve, though single readings can be large or run the other way; further: potency means the concentration at half of the fitted maximal effect; % of control where 0% means no effect
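Steps: Tsg101 binding domain dispensed (10 uM final), compounds pinned in DMSO, FITC-labeled PTAP-motif peptide added (50 nM final); after 20 min binding at room temperature, polarization measured.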
Menin MLL FP TR = inhibitors of human menin-MLL interaction, mutant MLL peptide; O00255; Menin + Texas Red MLL mutant peptide, fluorescence polarization; Potency, µM (highest dose often 61.6 µM), for the others: at the highest dose FP activity change, negative = inhibition, hits mostly inhibitors; 0.23% of 270,000 active; active means well fitted inhibition curve with a large enough effect in the polarisation, with a control signal flat, not every such curve was filed as active; inconclusive means small, poorly fitted or top-dose-only effect, or effect the other way, or a change in a side signal; inactive means no such curve, though single readings can be large or run the other way; the % refers to the polarisation; further: potency means the concentration at half of the fitted maximal effect; % of control where 0% means no effect; many of its hits are not listed in these tables
Target sequence (O00255 whole entry, looked up): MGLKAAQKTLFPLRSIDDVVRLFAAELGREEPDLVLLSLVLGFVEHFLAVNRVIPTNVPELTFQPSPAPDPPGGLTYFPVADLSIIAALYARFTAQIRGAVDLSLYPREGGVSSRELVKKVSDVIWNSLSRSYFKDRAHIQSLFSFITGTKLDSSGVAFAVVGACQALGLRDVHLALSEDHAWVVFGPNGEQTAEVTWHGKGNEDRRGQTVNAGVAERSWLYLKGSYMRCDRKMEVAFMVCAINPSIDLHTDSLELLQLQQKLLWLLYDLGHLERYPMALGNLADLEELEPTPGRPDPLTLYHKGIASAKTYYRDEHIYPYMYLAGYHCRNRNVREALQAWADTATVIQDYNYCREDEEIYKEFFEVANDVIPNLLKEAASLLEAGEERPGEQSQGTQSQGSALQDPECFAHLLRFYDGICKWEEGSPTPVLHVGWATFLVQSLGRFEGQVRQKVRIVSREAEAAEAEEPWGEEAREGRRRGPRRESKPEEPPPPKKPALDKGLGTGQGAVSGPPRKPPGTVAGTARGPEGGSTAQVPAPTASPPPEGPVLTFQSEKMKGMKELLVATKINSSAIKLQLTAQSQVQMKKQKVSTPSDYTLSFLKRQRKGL
B2AR arrestin = beta2AR (human) beta-arrestin recruitment activity. P07550. beta-arrestin recruitment to beta2AR, cell-based reporter. Potency, µM (doses to about 46.1 µM), inactives show at the highest dose activation, hits mostly activators. 0.02% of 330,000 active. AID 492947;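 further: potency means the concentration at half of the fitted maximal effect; 0% = DMSO controls and full agonism = EC100 isoproterenol or metaproterenol; nearly all actives have a fitted effect of over 65% in size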
Target sequence (P07550 whole entry, looked up): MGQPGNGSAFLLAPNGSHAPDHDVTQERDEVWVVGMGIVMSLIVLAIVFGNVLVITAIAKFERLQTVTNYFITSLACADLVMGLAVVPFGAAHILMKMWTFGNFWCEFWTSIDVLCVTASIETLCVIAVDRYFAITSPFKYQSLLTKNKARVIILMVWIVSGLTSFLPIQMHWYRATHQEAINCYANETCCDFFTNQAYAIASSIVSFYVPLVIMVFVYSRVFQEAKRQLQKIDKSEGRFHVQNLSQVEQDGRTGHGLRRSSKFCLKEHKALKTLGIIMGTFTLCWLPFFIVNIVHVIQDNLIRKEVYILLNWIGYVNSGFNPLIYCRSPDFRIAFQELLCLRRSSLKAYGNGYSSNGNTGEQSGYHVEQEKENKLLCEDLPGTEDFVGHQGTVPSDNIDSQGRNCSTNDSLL
GALK inh = galactokinase (human) inhibition. P51570. Purified GALK, Kinase-Glo residual ATP luminescence. Potency, µM (top dose mostly 57.5 µM), for inactives: at the highest dose activity change, negative = inhibition, most hits filed as inhibitors. 0.007% of 270,000 active. AID 1868; further: potency means the concentration at half of the fitted maximal effect; on the % scale 0 is the no-effect control and ±100 the full control effect
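Compounds were pin-transferred into ATP buffer (35 uM final), then GALK plus galactose (5 nM, 100 uM final) was added. After 1 h at room temperature, Kinase-Glo Plus was added and luminescence read after 10 min.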
Giardia kill = kills Giardia lamblia. Giardia lamblia trophozoite viability. activity change, % at 7.66 µM, hits read low. 0.15% of 340,000 active; in the data active means activity change below about -80%; inconclusive means between about -30% and that limit;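 further: parasites exposed to compound for two days anaerobically before the ATP read; on the % scale 0 is the no-effect control and ±100 the full control effect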
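Anaerobic 48 hrs incubation at 37 deg C of 100 trophozoites/well with test compounds; ATPLite 1-Step luminescence, 15-30 min RT, reports cellular ATP as viability.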
PKM2 activator = increases activity of human pyruvate kinase M2; 0.34% of 260,000 active; purified PKM2, Kinase-Glo ATP luminescence, activation; response scale: 0% is enzyme alone, no compound; Potency, µM (top dose mostly 57.5 µM), inactives show top-dose activation, actives largely listed as activators; P14618; AID 1631; further: potency means the concentration at half of the fitted maximal effect; on the % scale 0 is the no-effect control and ±100 the full control effect; nearly all actives have a fitted effect of over 55% in size
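Kinase-Glo luminescence reports ATP generated from ADP (0.1 mM) and PEP (0.5 mM) by purified hPK-M2 after 1 h at room temperature, pH 7.2 imidazole buffer; intermediate enzyme activity allows detecting inhibitors and activators.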
* = called active by the depositor; ? = inconclusive; . = no result given; [ ] = dose if it differs, or a comment. Unless noted, the call rests on the fitted dose curve; in most records, active means well fitted curve in the direction sought with a large enough effect; inconclusive means small, poorly fitted or top-dose-only effect, or another doubt; inactive means no such curve, though single readings can be large; an effect the other way counts as inactive or inconclusive. Only part of the results is shown; the hit share may differ from the screen's.

SMILES | S-ASM inh | Integrin act MD | Tb PFK inh | BCR signal inh | Coupling enz | TSG101-PTAP inh | Menin MLL FP TR | B2AR arrestin | GALK inh | Giardia kill | PKM2 activator
O=C(COC(=O)c1ccc(Cl)nc1)NC(=O)c1ccc(OC(F)F)cc1 | -3% | 29% | -1% | -1% | . | -3% | . | 0.3% | . | 7 | .
O=C(COC(=O)Cc1c[nH]c2ccccc12)NC1CCS(=O)(=O)C1 (stereo not given) | 7% | -52%[inhibitor] | -6% | 0% | . | -3% | . | -1.5% | . | -2 | .
CCN(CC(=O)Nc1ccc(NC(C)=O)cc1)C(=O)c1cccc(S(=O)(=O)N2CCCC2)c1 | -3% | 0% | -2% | ? | . | -2% | . | 0.2% | . | 2 | .
O=[N+]([O-])c1cn(-c2nc(-c3ccco3)cc(C(F)(F)F)n2)cn1 | 5% | 4% | -4% | ? | 2 | -1% | 4% | 0.4% | 0% | ? | -4%
CN(C)C(CNC(=O)CNC(=O)c1ccc2ccccc2c1)c1ccccc1 (stereo not given) | 1% | -25% | 3% | 3% | 1 | -3% | 6% | 0.2% | 12% | 8 | .
CC(=O)NS(=O)(=O)c1ccc(N=c2ssc3c2-c2cc(C)c(C)cc2NC3(C)C)cc1 | -8% | ? | 0% | ? | 8 | -1% | ? | -0.4% | -2% | 0 | -8%
Cc1csc(NC(=O)c2cn3ccccc3n2)n1 | -3% | -3% | -29% | ? | 2 | -3% | -1% | 0.1% | 18% | ? | -57%
O=S(=O)(Nc1nc2ccccc2nc1Nc1ccc2c(c1)OCO2)c1ccc(F)cc1 | 9% | 8% | 0% | 17% | 2 | 0% | ? | -0.9% | -4% | -10 | 7%
CCC1CCc2sc(C(=O)N(C)CC(=O)Nc3cccc(OC)c3)cc2C1 (stereo not given) | -13% | -6% | -3% | -2% | . | -3% | . | -0.1% | . | 11 | .
CCOC(=O)c1ccc(NC(=O)CSc2nnc(COc3ccccc3OC)n2CC)cc1 | 0% | 22% | -11% | 2% | 1 | -1% | 1% | 0.2% | 5% | -2 | 5%
Cc1cc2nc(C3CCCN(C(=S)Nc4ccccc4)C3)[nH]c2cc1C (stereo not given) | 4% | 4% | 4% | ? | 3 | -1% | ? | -0.4% | -1% | -5 | 7%
COc1ccc(-c2cccc(NS(=O)(=O)c3cccc([N+](=O)[O-])c3)c2)nn1 | -2% | 11% | -2% | 1% | . | -7% | . | -0.3% | . | ? | .
Cc1cc(C)c2nc(SCC(=O)N3CCCCC3)c(C#N)cc2c1 | 1% | 0% | 2% | -1% | 3 | 1% | 0% | -0.3% | 1% | 11 | -4%
O=C(NCCN1CCOCC1)c1ccc2c(c1)N(Cc1ccccc1F)C(=O)CS2 | 2% | -6% | 6% | -2% | -2 | -5% | 2% | -0.6% | -3% | -11 | 0%
N#Cc1c(NC(=O)c2cnccn2)sc2c1CCCC2 | -2% | -21% | 1% | 5% | -3 | -6% | 8% | -0.4% | 3% | -2 | -16%
Cc1cccc(-n2cc(-c3ccccc3)[nH]c2=S)c1 | -6% | -5% | -19% | 6% | 0 | -6% | 0% | 0.4% | 0% | 32[activator] | .
Cc1ccc(Cn2c(=N)n(CC(=O)c3ccc([N+](=O)[O-])cc3)c3ccccc32)cc1 | -10% | -32% | 0% | 1% | 0 | 4% | -7% | 0.1% | 0% | -10 | 1%
O=C(NCCN1CCOC1=O)C1CCC(=O)N(CCc2ccc(Cl)cc2)C1 (stereo not given) | -2% | 2% | -3% | 2% | 0 | . | 4% | -0.4% | -4% | 1 | 4%
Cc1ccc(OCCC(=O)OCC(=O)Nc2ccc3[nH]c(=O)[nH]c3c2)cc1 | 69% | 0% | -2% | -4% | . | 2% | . | 3.3% | . | 6 | .
Fc1ccc(C2CCCN2Cc2nc(Cc3ccccc3)no2)cc1 (stereo not given) | 1% | 4% | -4% | -16% | 0 | -1% | -24% | 0.0% | 5% | 2 | -11%
O=c1[nH]nc(-c2ccc(F)cc2)cc1Cc1ccc(F)cc1 | -8% | -16% | 2% | -3% | 3 | ? | . | -0.1% | . | 5 | 2%
O=C(CN1CCN(Cc2ccccc2)CC1)NCc1ccccc1Cl | 4% | -13% | 0% | -9% | 1 | 1% | -1% | -0.1% | 10% | 2 | 1%
Cc1cc(C(F)(F)F)nn1Cc1n[nH]c(=S)n1-c1ccc(F)cc1 | 1% | 26% | 2% | ? | 3 | -1% | 12% | -0.2% | 2% | 9 | -9%
Cc1c(O)ccc(NS(=O)(=O)c2ccccc2)c1C | 4% | -11% | 2% | -6% | 2 | 0% | -1% | 0.1% | 5% | -7 | 7%
COc1ccc2c(c1OC)C(=O)N(c1cccc(C)c1)C2=O | -3% | 1% | 4% | 1% | 6 | -4% | 11% | -0.1% | -1% | -6 | -3%

(more compounds)
SMILES | S-ASM inh | Integrin act MD | Tb PFK inh | BCR signal inh | Coupling enz | TSG101-PTAP inh | Menin MLL FP TR | B2AR arrestin | GALK inh | Giardia kill | PKM2 activator
CC(=O)Oc1cccc(N2C(=O)C3C(C2=O)C2C=CC3C23CC3)c1 (stereo not given) | 3% | -12% | 5% | 1% | 3 | -4% | 5% | -0.5% | 2% | -7 | 8%
CCN(CC)S(=O)(=O)c1ccc(N2CCOCC2)c(NC(=O)C(C)Oc2ccc(F)cc2)c1 (stereo not given) | 2% | 16% | 8% | 2% | . | 2% | . | -0.2% | . | 5 | .
Cc1ccccc1NC(=O)CSc1nnc2ccc(-c3ccncc3)nn12 | 0% | -3% | 5% | 1% | . | 8% | . | -0.3% | . | -2 | .
O=C1OCC2=C1C(c1ccc(F)cc1)CC(=O)N2c1ccc(F)cc1 (stereo not given) | . | . | -4% | 16% | 1 | . | -9% | -0.3% | 2% | . | 0%
CNCC(O)Cn1c2c(c3ccccc31)CCCC2 (stereo not given) | -1% | 0% | -1% | ? | 2 | 0% | -17% | -0.5% | 1% | 5 | -2%
COc1ccc(C(=O)Nc2nncs2)cc1S(=O)(=O)N1CC(c2ccccc2)CC1=O (stereo not given) | 3% | 0% | 3% | ? | 7 | 1% | 0%[11.7 µM] | -0.4% | 2% | 9 | -8%
COC(=O)c1ccc(NS(=O)(=O)c2ccc3c(c2)n(C)c(=O)n3C)cc1 | -1% | -3% | 3% | -1% | 6 | -1% | 8% | -1.1% | -2% | 10 | 23%
Oc1c(C(Nc2nc3ccccc3s2)c2ccco2)ccc2cccnc12 (stereo not given) | -5% | -22% | -1% | -3% | 2 | 1% | ? | 0.1% | 7% | 3 | 1%
CC(=O)Nc1c(C(=O)O)[nH]c2ccccc12 | 2% | -6% | -8% | 5% | 1 | -2% | -19% | -0.1% | 2% | 12 | -6%
COc1ccc(-n2c(SCC(=O)Nc3nccs3)nnc2-c2ccoc2C)cc1 | -2% | -20% | 4% | -9% | 0 | -5% | -7% | -0.6% | 1% | -4 | 6%
CCCCc1ccc(-c2csc(/C(C#N)=C\c3ccco3)n2)cc1 | 8% | 18% | -1% | ? | -1 | 0% | 1% | -0.2% | 0% | 18 | -1%
CC(C)C(C(=O)OCC(=O)c1ccccc1)N1C(=O)C2C3C=CC(C3)C2C1=O (stereo not given) | 2% | 0% | -4% | -1% | 3 | -5% | 1% | -0.3% | 3% | 6 | -4%
CCOC(=O)c1ccc(NC(=S)N(CCCN2CCN(CC)CC2)Cc2cccs2)cc1 | -3% | -42% | 10% | -4% | 5 | -2% | -15% | 0.5% | -1% | -3 | 0%
O=C(Nc1cccc(S(=O)(=O)N2CCCC2)c1)c1cc(=O)[nH]c2ccccc12 | 2% | 36% | -8% | ? | . | -3% | . | 0.1% | . | -4 | .
COc1ccc(O)c(CN2CCN(C/C=C/c3ccccc3)CC2)c1 | 5% | -6%[7.66 µM] | 2% | -6% | 2 | -7% | 1% | -0.5% | 5% | -9 | -17%
Cn1cc(C(=O)NCC2COc3ccccc3O2)c(=O)c2cc(S(=O)(=O)N3CCCCC3)ccc21 (stereo not given) | -29% | -18% | -2% | -11% | -1 | 1% | 5% | 0.1% | -3% | 6 | -3%
CN(C)CCNC(=O)Nc1ccc(Cl)c(Cl)c1 | 1% | -47%[inhibitor] | -21% | 11% | 2 | -2% | -18% | -1.1% | 3% | -21 | -2%
COc1cccc2c1OC1(C)CC2NC(=O)N1Cc1ccccc1 (stereo not given) | -1% | 26% | -2% | 3% | 7 | -6% | . | 0.2% | -4% | 2 | -5%
